Compound activity (PubChem BioAssay)
aGlu spleen mod: inhibits or activates alpha-glucosidase in human spleen homogenate. P10253. human spleen homogenate, 4-MU-alpha-glucoside fluorescence. Potency, µM (top dose mostly 79.9 µM), for the others: top-dose activity change, negative = inhibition, hits mostly inhibitors. 0.006% of 240,000 active;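 also: 0% = enzyme with vehicle and -100% = no enzyme basal signal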
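Human spleen homogenate (1 ug) with 4-methylumbelliferyl-alpha-D-glucopyranoside (1 mM final) in 50 mM citrate/phosphate pH 5.0, 0.01% Tween-20; 40 min at 37 C. Stopped at pH 10; 4-MU fluorescence Ex 365/Em 440 nm; AC50 by Hill fit.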
GAA inh: inhibitors of human lysosomal alpha-glucosidase | purified human GAA, 4-MU-alpha-glucoside fluorescence | P10253 | Potency, µM (titrated, usually from 76.9 µM), without a hit: at the highest dose activity change, negative = inhibition, hits mostly inhibitors | AID 1466 | 0.005% of 200,000 active;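 also: plate controls were uninhibited enzyme wells for no effect and no-enzyme background for full effect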
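Enzyme (4 nM final) mixed with compound (up to 77 uM), then 4-MU-alpha-D-pyranoside (400 uM final) added; 20 min at room temperature, pH 5.0. Reaction stopped at pH 10, fluorescence read, AC50 derived by Hill fit.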
Tau ThT inhib: blocks human tau fibril formation measured by thioflavin T | P10636 | recombinant tau K18 P301L, heparin-induced fibrillization, ThT fluorescence | Potency, µM (highest dose often 57.4 µM), for the others: top-dose activity, negative = inhibition, actives largely listed as inhibitors | 2.1% of 270,000 active | AID 1460; also: % is scaled to controls: 0 for no effect and ±100 for the full control effect; nearly all actives have a fitted effect of over 55% in size
Target sequence (P10636 561-689 P618L limits assumed): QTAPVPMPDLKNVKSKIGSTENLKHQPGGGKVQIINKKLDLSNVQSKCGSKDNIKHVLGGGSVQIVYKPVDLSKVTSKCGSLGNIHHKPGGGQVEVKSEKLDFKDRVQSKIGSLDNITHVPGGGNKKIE
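Fibril formation assay: tau K18 P301L at 15 uM with trace Alexa 594 label, heparin inducer 20 uM, pH 7 sodium acetate buffer, 37 C for 6 hr; endpoint ThT signal.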
Tau fluor cs: counter-screen for tau fibril formation inhibitors; tau K18 P301L Alexa594 fluorescence, heparin fibrillization; Potency, µM (top dose mostly 57.7 µM), inactives show at the highest dose activity change, negative = decrease; 0.93% of 280,000 active; AID 1463; also: % is scaled to controls: 0 for no effect and ±100 for the full control effect; nearly all actives have a fitted effect of over 55% in size
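Human tau K18 P301L (15 uM unlabeled, 0.24 uM Alexa 594-labeled) in 100 mM sodium acetate pH 7 with 20 uM heparin, 6 hr at 37 C. ThT 30 uM added, 1 hr ambient; Alexa 594 FP and total fluorescence read at 555/632 nm.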
aGal spleen mod: inhibits or activates alpha-galactosidase in human spleen homogenate. human spleen homogenate, 4MU-alpha-Gal fluorescence, 40 min. P06280. Potency, µM (titrated, usually from 80 µM), for inactives: top-dose activity change, negative = inhibition, actives largely listed as inhibitors. 0.008% of 240,000 active;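 also: 0% = enzyme with vehicle and -100% = no enzyme basal signal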
Target sequence (P06280 32-429 limits assumed): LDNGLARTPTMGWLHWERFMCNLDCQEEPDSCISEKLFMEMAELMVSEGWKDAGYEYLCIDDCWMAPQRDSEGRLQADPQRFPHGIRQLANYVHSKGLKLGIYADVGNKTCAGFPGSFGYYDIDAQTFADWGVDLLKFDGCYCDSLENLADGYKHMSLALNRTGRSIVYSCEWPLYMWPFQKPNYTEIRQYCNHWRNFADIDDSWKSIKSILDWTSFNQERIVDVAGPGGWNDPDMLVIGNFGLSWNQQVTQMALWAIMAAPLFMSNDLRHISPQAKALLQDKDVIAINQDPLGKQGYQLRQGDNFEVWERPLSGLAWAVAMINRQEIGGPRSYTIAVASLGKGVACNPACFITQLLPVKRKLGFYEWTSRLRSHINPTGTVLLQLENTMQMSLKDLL
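Fluorogenic readout (Ex 365/Em 440 nm) of 4-methylumbelliferone released from 1 mM 4-MU-alpha-galactoside by spleen homogenate, 40 min at 37C, pH 5.0. Data normalized to no-enzyme and enzyme controls; Hill-equation AC50 from compound titrations.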
HTT cytoprotect: cytoprotection in Huntington HTT-Q103 PC12 cell model | PC12 HTT-Q103 induced, cytoprotection, ATP luminescence, 40 h | Potency, µM (highest dose often 56.4 µM), for inactives: cytoprotection (ATP increase), usual class: activators | 0.14% of 230,000 active | AID 1471;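 also: % of control where 0% means no effect; nearly all actives have a fitted effect of over 45% in size; toxic huntingtin expression switched on by the ecdysone agonist tebufenozide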
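Compounds added alongside 100 nM tebufenozide, which induces toxic Q103 huntingtin exon 1-GFP in stable PC12 cells; surviving cells quantified by luminescent ATP measurement. Medium: phenol red-free DMEM, 5% equine and 5% calf serum.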
GAA glycogen: alters human alpha-glucosidase cleavage of glycogen; recombinant GAA, glycogen substrate, Amplex Red glucose oxidase fluorescence; Potency, µM (highest dose often 76.4 µM), for inactives: at the highest dose activity change, negative = inhibition, hits mostly inhibitors; 0.38% of 300,000 active; AID 2100;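 also: 0% = full enzyme reaction and -100% = no-enzyme basal signal; the screen sought inhibitors and activators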
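qHTS, 1536-well; enzyme 4 nM final; cpd up to 77 uM; substrate bovine liver glycogen 30 ug; 50 mM citrate/phosphate pH 5.0, 0.01% Tween-20; 37 C, 40 min; Amplex Red detection 45 min RT; Hill fit → AC50.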
Tau FP inhib: inhibitors of human tau fibril formation; P10636; K18 P301L tau heparin fibrillization, Alexa594 FP, 6 h; Potency, µM (titrated, usually from 57.7 µM), inactives show at the highest dose activity, negative = inhibition, actives largely listed as inhibitors; 0.39% of 280,000 active; AID 1468; also: % is scaled to controls: 0 for no effect and ±100 for the full control effect; nearly all actives have a fitted effect of over 55% in size
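Human tau K18 […] P301L fragment, 15 uM unlabeled plus 0.24 uM Alexa 594-labeled tau (final), with compound and 20 uM heparin in 100 mM sodium acetate pH 7; 6 hr at 37 C, then Alexa 594 FP read.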
* hit, by the source's call; ? = inconclusive; . = not tested or not shown; [ ] = dose if it differs, or a comment. Calls follow the shape of the dose curve; as a rule, active = well fitted curve in the direction sought with a large enough effect; inconclusive = small, poorly fitted or top-dose-only effect, or another doubt; inactive = no such curve, though single readings can be large; an effect the other way counts as inactive or inconclusive. Potency is read from the fitted curve at half-maximal effect. Outcome played no part in choosing rows; 3.3% or so of the library scored in one or more.

Each structure is followed by: aGlu spleen mod	GAA inh	Tau ThT inhib	Tau fluor cs	aGal spleen mod	HTT cytoprotect	GAA glycogen	Tau FP inhib
CN(C)S(=O)(=O)c1cccc(NC(=O)CSc2nc3ccccc3n2-c2ccccc2)c1
→ -7%	-11%	-4%	?	2%	-9%[10 µM]	-4%	?
COc1ccccc1C1NC(=O)NC(C)=C1C(C)=O (stereo unspecified)
→ 7%	0%	2%	-1%	5%	-9%[10 µM]	0%	-2%
COc1ccc(C=O)cc1OS(=O)(=O)c1ccc(NC(C)=O)cc1
→ -5%	1%	9%	6%	1%	-8%[10 µM]	6%	12%
COCCCNC(=O)CN1C(=O)/C(=C\c2ccc(C)cc2)Sc2ccccc21
→ -5%	7%	-8%	-13%	1%	31%[10 µM]	1%	8%
CC(=O)n1c(C=Nc2ccc(Cl)cc2)c(O)c2ccccc21
→ -1%	.	?	-7%	8%	-5%[10 µM]	-5%	-17%
Cc1cc2ncc(S(=O)(=O)c3ccccc3)c(N)n2n1
→ 8%	-4%	-1%	0%	4%	18%[10 µM]	-1%	-11%
CC(=O)OCC1=C(C(=O)O)N2C(=O)[C@@H](NC(=O)CSc3ccncc3)[C@H]2SC1
→ -3%	.	?	-21%	6%	.	.	-27%
Cc1ccc(-c2nc(-c3ccccn3)sc2CC(=O)O)cc1
→ 8%	.	-4%	1%	1%	3%[10 µM]	-4%	1%
COCCNC(=O)c1cccc(Nc2nc(-c3ccccc3)c3cc(Cl)ccc3n2)c1
→ 4%	?	?	?	-2%	?	-10%	?
COC(=O)COc1ccc(S(=O)(=O)NCc2ccco2)cc1
→ 6%	-3%	-5%	2%	6%	-8%[0.074 µM]	5%	-1%
Cc1ccc(S(=O)(=O)c2nnn3c2nc(N(C)Cc2ccccc2)c2cc(Cl)ccc23)cc1C
→ .	.	-4%	-8%	.	.	-5%[76.3 µM]	-5%
Cc1ccc(C)n1-c1ccc(C(=O)N/N=C/c2ccncc2)cc1
→ 6%	14%	?	-13%	2%	-52%	-1%	-6%
Cc1ccc(Cl)cc1N1CCN(C(=O)CN2C(=O)COc3ccc(S(=O)(=O)N4CCC(C)CC4)cc32)CC1
→ .	.	?	-5%	.	.	5%[76.3 µM]	-5%
CC(=O)c1ccc2c(c1)OCCOCCOc1ccccc1OCCOCCO2
→ 5%	-1%	-7%	-4%	3%	-9%[10 µM]	5%	-1%
O=C(NCc1ccc2c(c1)OCO2)c1ccc(Cl)s1
→ 1%	2%	5%	-9%	0%	.	-6%	-5%

The list continues:
Each structure is followed by: aGlu spleen mod	GAA inh	Tau ThT inhib	Tau fluor cs	aGal spleen mod	HTT cytoprotect	GAA glycogen	Tau FP inhib
Cc1cccc(/C(N)=N/OC(=O)c2cccnc2)c1
→ 7%	11%	-9%	-8%	-8%	9%[10 µM]	-10%	-1%
Cc1ccc(-n2ncc3c(SCc4ccccn4)ncnc32)c(C)c1
→ .	-5%	?	-22%	-8%	-4%	4%	1%
CC(=O)c1c(C)n(C)c2ccc(OC(=O)c3ccc([N+](=O)[O-])cc3)cc12
→ 5%	-3%	11%	8%	6%	-13%	?	11%
CCOc1cc(C(=O)Nc2cccc3cccnc23)cc(OCC)c1OCC
→ .	.	-13%	-28%	.	.	3%[76.3 µM]	-9%
O=C(CCN1C(=O)C2C3C=CC(C3)C2C1=O)NC1CCCc2ccccc21 (stereo unspecified)
→ -9%	3%	1%	7%	4%	-2%[10 µM]	3%	4%
Cc1ccccc1CCNC(=O)C1CCN(S(=O)(=O)c2ccc(-n3cnnn3)cc2)CC1
→ -12%	?	0%	-11%	-19%	-26%	2%	-6%
Cc1cccc(N2CCN(S(=O)(=O)c3cccc4nonc34)CC2C)c1 (stereo unspecified)
→ 3%	-12%	4%	?	4%	8%	3%	-8%
O=C(O)/C=C/c1cnn(-c2ccccc2)c1
→ 7%	3%	4%	10%	3%	-10%	0%	1%
Cc1ccn2cc(CCNC(=O)Cc3cccs3)nc2c1
→ 1%	.	1%	3%	5%	17%[10 µM]	-3%	-1%
OC1COC(OCc2ccccc2)C(O)C1O (stereo unspecified)
→ -2%	.	-4%	-5%	-4%	12%[10 µM]	2%	-4%
CN(C)/C=N/c1sc2c(c1C(N)=O)CCCC2
→ .	-7%	-17%	-3%	4%	19%	-8%	3%
CSc1nc(-c2ccccc2)c(C#N)c(=O)n1C
→ -1%	?	-10%	1%	3%	.	10%	-1%
O=[N+]([O-])c1nn(-c2ccc(Cl)cc2)n(O)c1=NCc1ccncc1
→ -9%	-1%	?	-13%	4%	-18%	5%	8%
CCC(C)NC(=S)N1CCN(Cc2ccc3c(c2)OCO3)CC1 (stereo unspecified)
→ 6%	10%	-3%	-7%	2%	-9%[10 µM]	-16%	-4%
COC(=O)c1cccn(CC(=O)c2ccc(Cl)cc2)c1=O
→ 2%	2%	11%	12%	9%	-30%[inhibitor]	-5%	1%

The listing continues.
Each structure is followed by: aGlu spleen mod	GAA inh	Tau ThT inhib	Tau fluor cs	aGal spleen mod	HTT cytoprotect	GAA glycogen	Tau FP inhib
COC(=O)/C=C1\N/C(=N\c2nc(C)cc(C)n2)N(c2ccc(C)c(C)c2)C1=O
→ 2%	-7%	1%	13%	3%	0%[10 µM]	13%	2%
COCCNC(=O)c1c(N)n(-c2ccccc2)c2nc3ccccc3nc12
→ 17%	?	?	-21%	?	-26%	-10%	-4%
COc1ccc(C/C(N)=N/OC(=O)Cc2ccccc2)cc1
→ 0%	-1%	-1%	2%	8%	-14%	-8%	3%
Cc1nc2c(C(=O)N3CCN(C)CC3)cnn2c(C)c1Cc1ccc(Cl)cc1
→ -13%	-2%	-8%	-5%	1%	-16%	7%	-1%
COc1cccc2cc(C(C)N(CCCN3CCOCC3)C(=S)Nc3ccccc3C)oc12 (stereo unspecified)
→ 7%	-6%	-5%	-10%	5%	-3%[10 µM]	13%	-2%
COc1cc(C)ccc1OCCOc1cc(C)ccc1Cl
→ 3%	-11%[15.4 µM]	?	-13%	0%	0%	-6%	5%
Cc1cc(C(=O)N/N=C/c2cccc(Cl)c2Cl)no1
→ -1%	6%	?	-15%	3%	-22%	-1%	-6%
CCC(C)[C@H](NC(=O)NCCC1=CCCCC1)C(=O)OC (stereo partly specified)
→ 1%	.	-2%	-2%	-9%	39%[10 µM]	-11%	4%
O=C(NC1CSC/C1=N\O)c1ccccc1 (stereo unspecified)
→ -2%	-6%	1%	0%	0%	-7%	14%	-2%
COc1ccc(N(C(C)C(=O)NCc2ccco2)S(C)(=O)=O)cc1 (stereo unspecified)
→ -1%	-7%	?	-12%	3%	1%[10 µM]	3%	-15%
CCCCNC(=O)n1c(=O)oc2ccc(Cl)cc21
→ -9%	-4%	-2%	-7%	1%	16%	6%	-2%
CCNc1cc(N2CCCC2)ccc1[N+](=O)[O-]
→ 0%	6%	11µM*	-13%	0%	-6%[10 µM]	4%	0%
CN(Cc1ccccc1)C(=O)c1cn(C)c2ccc(S(=O)(=O)N(C)C3CCCCC3)cc2c1=O
→ .	.	-7%	-12%	.	.	-11%[76.3 µM]	-2%
O=C(Nc1cccc2ccccc12)/C(=C\c1cccc([N+](=O)[O-])c1)NC(=O)c1cccs1
→ -6%	5%	-8%	?	-3%	30%[10 µM]	5%	8%
COc1cc2c(cc1[N+](=O)[O-])n(C(C)C)c(=O)n2C(C)C
→ 4%	8%	11%	9%	0%	-12%	8%	9%

Sorted by heavy-atom count (high to low): three of the compounds above.
Each structure is followed by: aGlu spleen mod	GAA inh	Tau ThT inhib	Tau fluor cs	aGal spleen mod	HTT cytoprotect	GAA glycogen	Tau FP inhib
CN(Cc1ccccc1)C(=O)c1cn(C)c2ccc(S(=O)(=O)N(C)C3CCCCC3)cc2c1=O
→ .	.	-7%	-12%	.	.	-11%[76.3 µM]	-2%
CCCCNC(=O)n1c(=O)oc2ccc(Cl)cc21
→ -9%	-4%	-2%	-7%	1%	16%	6%	-2%
CCNc1cc(N2CCCC2)ccc1[N+](=O)[O-]
→ 0%	6%	11µM*	-13%	0%	-6%[10 µM]	4%	0%

The results go on:
Each structure is followed by: aGlu spleen mod	GAA inh	Tau ThT inhib	Tau fluor cs	aGal spleen mod	HTT cytoprotect	GAA glycogen	Tau FP inhib
O=c1c2cnn(-c3ccc(F)cc3)c2ncn1Cc1ccccc1
→ 0%	0%	-5%	-9%	-6%	17%[10 µM]	5%	-14%
Cc1cc(C(=O)CSc2nnc(-c3ccccc3)n2Cc2ccc3c(c2)OCO3)c(C)n1C
→ -26%	-4%	-8%	1%	14%	-23%[0.074 µM]	0%	-2%
CCN(CC)CCCNC(=O)c1ccc2c(=O)n(CCc3ccccc3)c(=O)[nH]c2c1
→ .	.	-5%	-14%	.	.	13%[76.3 µM]	-10%
O=C(NCCN1CCN(c2ccccc2)CC1)C1CCCN(S(=O)(=O)c2cnc[nH]2)C1 (stereo unspecified)
→ 3%	?	15%	-1%	1%	-1%	6%	?
CC(=O)Nn1c(C)nnc1-n1nc(C)cc1C
→ -3%	-10%	-3%	-3%	2%	9%[1.9 µM]	7%	-6%
COC(=O)c1cc(N=CC2=C(O)CC(C)(C)CC2=O)cc(C(=O)OC)c1
→ -8%	4%	2%	8%	-3%	5%[10 µM]	-7%	-5%
Cc1ccc(S(=O)(=O)NCc2nnc(SCC(=O)Nc3cccc(C)c3C)n2C)cc1
→ -7%	-2%	-11%	-8%	-3%	-1%	-1%	5%
COc1cccc(CNC(=O)CSc2c3c(nc4cc(Cl)ccc24)CCCC3)c1
→ .	.	?	-9%	.	.	0%[76.3 µM]	8%
COc1ccc(C2CC(=O)c3c([nH]c(C(=O)OCc4ccccc4)c3C)C2)cc1 (stereo unspecified)
→ .	.	-5%	-8%	.	.	10%[76.3 µM]	-6%
O=C(Cn1c(CSc2ccccc2)nc2ccccc21)Nc1ccccc1
→ 7%	6%	-8%	-14%	12%	-17%	2%	-1%
COc1ccccc1-c1nnc(C2CCN(S(=O)(=O)c3ccc(CC(C)C)cc3)CC2)o1
→ .	.	-11%	-12%	.	.	-13%[76.3 µM]	7%
